# FXIa single inh: inhibitors of human coagulation factor XIa; purified human FXIa, fluorogenic AMC substrate cleavage; inhibition, % at 10 µM; actives 0.3% (n = 33,000); AID 687;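 active means inhibition above 40% in the primary screen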;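 further: 0% = enzyme without compound and 100% = blank wells lacking enzyme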
# Target sequence (P03951 19-387 limits assumed): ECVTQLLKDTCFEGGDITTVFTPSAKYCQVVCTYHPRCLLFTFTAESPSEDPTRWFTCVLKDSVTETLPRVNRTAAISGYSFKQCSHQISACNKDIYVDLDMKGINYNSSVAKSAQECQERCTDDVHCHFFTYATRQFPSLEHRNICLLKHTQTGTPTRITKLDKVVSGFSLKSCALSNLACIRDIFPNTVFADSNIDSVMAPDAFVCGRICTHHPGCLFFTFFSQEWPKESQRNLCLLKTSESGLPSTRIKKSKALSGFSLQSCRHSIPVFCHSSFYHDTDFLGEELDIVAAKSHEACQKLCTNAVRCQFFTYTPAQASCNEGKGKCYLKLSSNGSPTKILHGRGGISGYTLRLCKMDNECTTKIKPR
# Target sequence (P03951 388-625 limits assumed): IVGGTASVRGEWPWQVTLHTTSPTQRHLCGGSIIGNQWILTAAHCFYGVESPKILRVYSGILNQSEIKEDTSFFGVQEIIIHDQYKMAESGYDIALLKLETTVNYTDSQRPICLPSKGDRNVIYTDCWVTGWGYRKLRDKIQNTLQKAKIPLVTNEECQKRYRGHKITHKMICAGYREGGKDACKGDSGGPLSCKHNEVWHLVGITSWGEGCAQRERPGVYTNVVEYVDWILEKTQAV
# FXIIa single: blocks human coagulation factor XIIa activity. P00748. purified human FXIIa, AMC substrate fluorescence, 2 h. inhibition, % at 10 µM. actives 0.2% (n = 33,000); in the data active means inhibition above about 30%;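 further: 0% = enzyme with vehicle only and 100% = no enzyme blank; many of its hits are not listed in these tables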
# * hit, by the source's call.
structure | FXIa single inh | FXIIa single
Cc1[nH]n(-c2ccccc2)c(=O)c1-c1ccc(Cl)cc1 | 0 | 11
CN1c2ccccc2C(C)(C)C12CC(CCl)=NO2 (stereo not given) | 28 | -12
O=C(O)C1CSC(c2ccccc2)N1C(=O)c1ccco1 (stereo not given) | 2 | 1
O=C(c1cnn2ccccc12)N1CCN(C2CCCCC2)CC1 | 9 | 7
CCOC(=O)c1cnc2ccc(OCC)cc2c1N1CCN(c2ccccc2OC)CC1 | 11 | 6
O=C(COC(=O)c1cccnc1)c1ccc(Cl)c(Cl)c1 | -1 | 2
COc1ccccc1CNc1nc2nc(C)cc(=O)n2[nH]1 | 5 | 7
Cc1ccc(NC(=O)Nc2ccccc2C(=O)NCc2ccccc2)cc1 | -5 | -4
COc1ccc(OC)c(S(=O)(=O)Nc2cccc(F)c2)c1 | -2 | 3
CCNC(=O)NC(=O)C(C)Sc1ccc2c(c1)OCCO2 (stereo not given) | -8 | 2
COc1ccccc1CC(=O)NCCc1ccc(S(N)(=O)=O)cc1 | 6 | 7
CCCS(=O)(=O)N1CCC(C(=O)NCCCN2CCC(Cc3ccccc3)CC2)CC1 | -8 | 2
Cc1cc(C)cc(N2C(=O)CC(n3ccnc3)C2=O)c1 (stereo not given) | 2 | 7
CCCCCC1CC(CC(=O)O)C(=O)O1 (stereo not given) | -5 | 2
Cc1nc(-c2ccc(O)c(O)c2)cs1 | -4 | 1
O=C(O)CC1SC(=Nc2cccc(C(F)(F)F)c2)NC1=O (stereo not given) | 5 | 4
CCOc1ccc(C2C(C(=O)c3ccco3)=C(O)C(=O)N2Cc2cccnc2)cc1 (stereo not given) | 0 | 2
COc1cccc(C(=O)Nc2cc(NC(=O)c3ccco3)ccc2OC)c1 | 0 | 6
O=C1CC(=C2c3ccccc3-c3ccccc32)C(=O)N1CCN1CCN(c2ccccc2)CC1 | 2 | 7
COC(=O)c1ccccc1NC(=O)CC#N | 6 | 1
c1ccc(CNc2nnnn2-c2ccccc2)cc1 | -1 | 6
CCCCOc1ccc(NC2=NC3(CCCCC3)N=C(N)N2)cc1 | 3 | 17
COc1cccc(C(=O)Nc2ccc(NC(=O)C3CC3)cn2)c1 | 0 | 5
Cn1c(COc2ccccc2)nnc1SCCN1CCOCC1 | 7 | -12
CCOC(=O)c1sc(NC(=O)C2C3C=CC(C3)C2C(=O)O)nc1C (stereo not given) | 8 | 5
Cc1ccc(Cn2c(=N)n(CC(O)c3ccco3)c3ccccc32)cc1 (stereo not given) | 2 | 6
Cc1cc(S(=O)(=O)N2CCN(c3ccccc3O)CC2)c(C)s1 | 1 | 5
COc1cc(OC)c(C#N)c(S(=O)Cc2ccccc2)c1 (stereo not given) | 3 | 6
CC(C)c1ccc(-c2c(C#N)c(N)nc(SCC(=O)N3CCCCCC3)c2C#N)cc1 | -3 | 4
Cc1ccc(N2C(=O)[C@@H]3[C@H](C2=O)[C@H]2C=CC=NN2[C@@H]3C(=O)Nc2ccc(Cl)cc2)cc1 | -14 | 2

# Continued (2 carried over from the part before).
structure | FXIa single inh | FXIIa single
CC(C)c1ccc(-c2c(C#N)c(N)nc(SCC(=O)N3CCCCCC3)c2C#N)cc1 | -3 | 4
Cc1ccc(N2C(=O)[C@@H]3[C@H](C2=O)[C@H]2C=CC=NN2[C@@H]3C(=O)Nc2ccc(Cl)cc2)cc1 | -14 | 2
CCCCCNc1nc(NCCCO)c(C#N)c2c1CN(C)CC2 | 1 | 2
O=C(CCC(=O)c1ccc(F)cc1)Nc1cccnc1 | 4 | 7
Clc1ccc(-n2nnnc2SCc2cn3ccccc3n2)cc1 | -1 | 3
CCCn1c(N)c(C(=O)CSc2nc(C)cs2)c(=O)n(C)c1=O | -3 | 5
CCCOc1ccc(C(=O)CCN2CCCCC2)cc1 | 2 | -12
CCc1c(C)c(C#N)c2nc3ccccc3n2c1NCC1CCCO1 (stereo not given) | 27 | -16
Fc1cccc(Nc2nc3ccccc3n3nnnc23)c1 | 3 | 5
CCOC(=O)c1sc(NC(=O)CSc2nc(C)cc(C)c2C#N)c(C#N)c1C | -15 | 8
COc1ccc(C(=O)NC(=O)Nc2ncccc2C)cc1 | 0 | 9
CCN(CC(=O)NC1CCS(=O)(=O)C1)C(=O)C(c1ccccc1)c1ccccc1 (stereo not given) | 1 | 12
CC(C)C1Cc2[nH]c(=O)c(C(=O)O)cc2CO1 (stereo not given) | 2 | -13
CCN(CC)c1ccc2cc(C(C)=O)c(=O)oc2c1 | -3 | -1
COc1cccc(N/C(SC)=C(/C#N)C(N)=O)c1 | 5 | 7
CC(=O)Nc1cccc(Oc2cc(C#N)c(C#N)cc2N2CCOCC2)c1 | 2 | -13
C=CCc1ccc(OCCCOc2ccc(C)cc2OC)c(OC)c1 | -1 | -2
O=C(CNC(=O)c1cccc(Br)c1)NCCc1nc2ccccc2[nH]1 | -5 | 7
O=c1cc2c(nn1Cc1ccc(Cl)cc1Cl)-c1ccccc1CC2 | -2 | -3
CCOC(=O)c1sc(NC(=O)c2c(OC)cccc2OC)nc1C | -1 | 4
CC(C)C(O)(C#CCN1CCCCC1)c1ccccc1 (stereo not given) | -2 | 9
COc1ccc(NC(=O)COC(=O)c2c(C)noc2C)c(OC)c1 | 2 | 5
COc1ccc(-c2cc(OC)c3c(C)oc(C)c3c(=O)c2)cc1OC | -4 | 21
OC(CCN1CCCC1)(c1ccccc1)C1CCCCC1 (stereo not given) | 11 | 3
CCOc1ccccc1N1CCN(c2nc(N)c(C#N)c(CC#N)c2C#N)CC1 | -1 | 9
N/C(=N\OC(=O)c1ccccc1Cl)c1cccnc1 | 3 | 5
O=C(C1CCCN(Cc2ccccc2C(F)(F)F)C1)N1CCCCC1 (stereo not given) | -1 | 1
Nc1ccc(C(=O)OCC(=O)NC2CCCc3ccccc32)cc1[N+](=O)[O-] (stereo not given) | -59 | -7
CC(=O)c1cc2c(cc1NS(=O)(=O)c1ccccc1)OCO2 | 15 | -9
CCCCCCOC(=O)C(C#N)c1nc2ccccc2nc1N1CCN(C)CC1 (stereo not given) | -2 | -15
CCOC(=O)CSc1ncc(-c2ccccc2)nn1 | 4 | 6
CC(NC(=O)c1ccccc1Cl)c1nnc(SCC(=O)Nc2ccc(C(=O)O)cc2)n1C (stereo not given) | -4 | 4
CCCNS(=O)(=O)c1ccc(CCC(=O)N2CCN(CC)CC2)cc1 | -7 | 14
c1ccc2c(-c3nc(C4CCCCC4)no3)cc(-c3ccncc3)nc2c1 | 6 | -13
Cc1c(NC(=O)CSc2nnnn2C)c(=O)n(-c2ccccc2)n1C | -4 | 5
Cc1ccc2c(c1)N(CC(=O)NCc1cccs1)C(=O)C(C)O2 (stereo not given) | 5 | 5
CC(C)Oc1ccc(Oc2ccc(C(F)(F)F)cn2)cc1 | -4 | 6
CCn1c(SCC(=O)c2ccc3ccccc3c2)nnc1-c1ccco1 | -7 | 3
CCOc1ccc(N/C(C)=C/C(=O)c2ccc(C)o2)cc1 | -8 | 2
CSc1nc2sc3c(c2c2nnnn12)CC(C)(C)OC3 | 1 | 5
C/C(=C\C(=O)O)CC(=O)O | -14 | -14
COc1ccc(-c2ccc(C#N)c(SCC(=O)Nc3sc4c(c3C#N)CCC4)n2)cc1OC | -4 | -2
CCOC(=O)CN(C(=O)CCC(=O)Nc1cc(C)on1)C(C(=O)NC1CCCC1)c1cccnc1 (stereo not given) | 4 | 3
CC(C)Sc1nc(O)c(Cc2ccccc2)c(=O)[nH]1 | -8 | 4
Cc1ccc(S(=O)(=O)CCc2nnc(N)s2)cc1C | -4 | 14
Cc1ccc(C)c(NC(=O)c2cc3ccccn3n2)c1 | 5 | 4
Cc1ccc(NC(C(N)=O)c2c(C)[nH]c(=O)[nH]c2=O)cc1 (stereo not given) | -5 | 2
CCCOc1ccc(C(C(=O)OCCN(CC)CC)c2ccccc2)cc1 (stereo not given) | 25 | 3
Cc1ccc(NC(=O)CS(=O)CC(=O)Nc2ccc(N3CCOCC3)cc2)cc1Cl (stereo not given) | 1 | 7
CN(C)N=Nc1ccc(S(=O)(=O)N2CCSC2C(=O)O)cc1 (stereo not given) | -4 | 6
CC1CCN(C(=O)CC2C(=O)Nc3c2c(=O)n(C)c(=O)n3Cc2ccccc2)CC1 (stereo not given) | -3 | 4
COc1ccc(O)c(C(=O)c2cnc3onc(C(C)C)c3c2)c1 | -2 | -16
CCOc1ccc2oc(C(=O)OCC(=O)NC(=O)NC3CCCC3)c(C)c2c1 | 2 | 5
CCOC(=O)c1c(NC(=O)c2c(Br)cnn2C)c(C#N)nn1-c1ccccc1 | 5 | 6
c1ccc(-c2nnc(-c3cccc(-c4nnc(-c5ccccc5)o4)c3)o2)cc1 | -3 | 8
CCOC(=O)C(=O)Nc1nc(-c2ccccc2)c(CC)s1 | -1 | 5
CCOC(=O)c1cnc(Nc2nc3ccccc3o2)nc1C | 4 | 2
CCn1c(SCCC#N)nnc1-c1ccncc1 | 0 | 8
CN(c1ccc(C(=O)NCc2ccccn2)cc1)S(C)(=O)=O | 6 | 5
COC(=O)c1ccc(C(=O)OC)c(NC(=O)CCc2ccc(C)o2)c1 | -1 | -12
CCc1nnc(NC(=O)Cc2ccc(OC)cc2)s1 | -13 | 8
COc1cc(NS(=O)(=O)c2cccc3nsnc23)cc(OC)c1 | -3 | 7

# One compound at a time (already shown). Order of screens: FXIa single inh, FXIIa single
# Entry for `CCc1nnc(NC(=O)Cc2ccc(OC)cc2)s1` : -13, 8
# Entry for `CCOC(=O)C(=O)Nc1nc(-c2ccccc2)c(CC)s1` : -1, 5
# Entry for `C/C(=C\C(=O)O)CC(=O)O` : -14, -14
# Entry for `CCn1c(SCC(=O)c2ccc3ccccc3c2)nnc1-c1ccco1` : -7, 3
# Entry for `COC(=O)c1ccc(C(=O)OC)c(NC(=O)CCc2ccc(C)o2)c1` : -1, -12

# The list goes on:
structure | FXIa single inh | FXIIa single
O=C(Nc1ccc(Cl)cc1)Nc1ccccc1C(=O)NCc1ccco1 | 0 | 1
Cc1cc(Cl)c(S(=O)(=O)N2CCN(c3cccc(C)c3C)CC2)cc1OCC(N)=O | 1 | -1
CC(=O)NC1CC2CCCC(C1)N2S(=O)(=O)c1ccccc1 (stereo not given) | 1 | 5
CCOc1ccc(NS(=O)(=O)c2ccc3c(c2)oc(=O)n3C)cc1 | -6 | 4
O=c1oc(-c2ccco2)nc2sc3c(c12)CCCC3 | 6 | 12
O=C(O)c1ccccc1C(=O)NCC(O)COCC1CC=CCC1 (stereo not given) | 0 | 2
CNS(=O)(=O)c1cccc(C(=O)OCC(=O)C23CC4CC(CC(C4)C2)C3)c1 | -1 | 2

# Sorted by molecular weight (falling): some entries from above.
structure | FXIa single inh | FXIIa single
CNS(=O)(=O)c1cccc(C(=O)OCC(=O)C23CC4CC(CC(C4)C2)C3)c1 | -1 | 2
O=C(Nc1ccc(Cl)cc1)Nc1ccccc1C(=O)NCc1ccco1 | 0 | 1
COc1cc(NS(=O)(=O)c2cccc3nsnc23)cc(OC)c1 | -3 | 7
O=C(O)c1ccccc1C(=O)NCC(O)COCC1CC=CCC1 (stereo not given) | 0 | 2
O=c1oc(-c2ccco2)nc2sc3c(c12)CCCC3 | 6 | 12

# Six entries from above, with values ahead of the structure:
FXIa single inh | FXIIa single | Structure
0 | 9 | COc1ccc(C(=O)NC(=O)Nc2ncccc2C)cc1
1 | 12 | CCN(CC(=O)NC1CCS(=O)(=O)C1)C(=O)C(c1ccccc1)c1ccccc1 (stereo not given)
2 | -13 | CC(C)C1Cc2[nH]c(=O)c(C(=O)O)cc2CO1 (stereo not given)
-3 | -1 | CCN(CC)c1ccc2cc(C(C)=O)c(=O)oc2c1
5 | 7 | COc1cccc(N/C(SC)=C(/C#N)C(N)=O)c1
2 | -13 | CC(=O)Nc1cccc(Oc2cc(C#N)c(C#N)cc2N2CCOCC2)c1

# Compound activity as filed in PubChem.

# These rows are one share of the data. The share of hits here may be higher or lower than overall.
